Compound activity: PubChem, National Center for Advancing Translational Sciences (NCATS)
Tb PYK inh: T. brucei pyruvate kinase inhibition; Potency, µM (series often up to 76.8 µM), inactives show at the top dose activity, negative = inhibition, most hits filed as inhibitors; actives 0.12% (n = 410,000); Q57TT1; TbPYK enzyme, Kinase-Glo Plus ATP luminescence, 45 min; note: potency is the fitted concentration of half-maximal effect; nearly all actives have a fitted effect of over 50% in size
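Screened from lowest to highest concentration, compounds were pinned into TbPYK/substrate mixtures, and ADP (130 uM final) was added. Plates sat at room temperature for 45 min prior to Kinase-Glo Plus detection by luminescence.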
AmpC detergent: blocks E. coli AmpC beta-lactamase in detergent assay | P00811 | AmpC hydrolysis of nitrocefin, absorbance 480 nm, 0.01% Triton | Potency, µM (titrated, usually from 114 µM), for the others: top-dose activity change, negative = inhibition, actives largely listed as inhibitors | actives 0.041% (n = 370,000) | AID 485294;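 note: potency is the fitted concentration of half-maximal effect; 0% = no-compound wells and -100% = no-enzyme wells; nearly all actives have a fitted effect of over 25% in size; some results filed as inactive show a strong effect at the top dose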
Target sequence (P00811 whole entry, looked up): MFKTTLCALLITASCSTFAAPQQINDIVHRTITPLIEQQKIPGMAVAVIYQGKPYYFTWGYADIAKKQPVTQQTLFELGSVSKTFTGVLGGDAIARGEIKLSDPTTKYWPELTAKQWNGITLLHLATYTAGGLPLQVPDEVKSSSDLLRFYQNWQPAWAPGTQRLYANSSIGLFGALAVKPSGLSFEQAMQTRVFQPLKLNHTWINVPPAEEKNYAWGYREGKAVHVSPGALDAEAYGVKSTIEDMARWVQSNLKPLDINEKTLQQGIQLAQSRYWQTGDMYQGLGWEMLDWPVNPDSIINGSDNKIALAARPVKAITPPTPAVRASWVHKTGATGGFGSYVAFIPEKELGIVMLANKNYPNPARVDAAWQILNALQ
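20 mM phosphate pH 7.0 + 0.01% (detergent screen) or 0.0001% Triton X-100; 5.3 nM AmpC reagent; cpd preinc 15 min RT; nitrocefin (800 uM stock) to start; A480 q20 s × 4 min; Activity was normalised to no-enzyme and no-compound control wells.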
AmpC inh no detg: AmpC beta-lactamase inhibition without detergent; P00811; AmpC nitrocefin hydrolysis, absorbance 480 nm, 0.0001% Triton; Potency, µM (top dose mostly 57.1 µM), inactives show at the top dose activity change, negative = inhibition, most hits filed as inhibitors; actives 0.52% (n = 330,000); AID 485341;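 note: potency is the fitted concentration of half-maximal effect; plate controls were no compound for no effect and no enzyme for full effect; nearly all actives have a fitted effect of over 20% in size; some results filed as inactive show a strong effect at the top dose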
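20 mM phosphate pH 7.0 + 0.01% (detergent screen) or 0.0001% Triton X-100; 5.3 nM AmpC reagent; cpd preinc 15 min RT; nitrocefin (800 uM stock) to start; A480 q20 s × 4 min; Activity was normalised to no-enzyme and no-compound control wells.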
HCMV inh: inhibitors of human cytomegalovirus; actives 4.5% (n = 410,000); activity change, negative = inhibition, % at 57.5 µM; HFF cells, HCMV-luciferase reporter, 72 h; hits give low values; in the data active = activity change below about -60%; inconclusive = no clear call, values can overlap the other calls; inactive = above about -39%
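Two compound doses tested in HFFs infected with HCMV-luciferase, MOI 1 PFU/cell, 72 h at 37C. Lysate luminescence read with OneGlo; data normalized against buffer-only and 10uM Salinomycin inhibitor controls.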
AMA1-RON2 inh: AMA1-RON2 (P. falciparum) interaction inhibition | AlphaScreen AMA1-biotinylated RON2 peptide binding | Potency, µM (titrated, usually from 58.2 µM), without a hit: at the highest dose activity change, negative = inhibition, actives largely listed as inhibitors | actives 0.2% (n = 360,000) | AID 720542;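 note: potency is the fitted concentration of half-maximal effect; 0% = vehicle wells and -100% = peptide control; nearly all actives have a fitted effect of over 45% in size; some results filed as inactive show a strong effect at the top dose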
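AMA1 (3D7) with his tag at 25 nM final met compounds first, then biotinylated RON2 peptide at 25 nM; detection used donor plus acceptor beads, 10 µg/mL apiece, read by AlphaScreen after 30 min at room temperature.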
Sm TGR block: blocks Schistosoma mansoni thioredoxin glutathione reductase; actives 3% (n = 360,000); Potency, µM (series often up to 114 µM), for inactives: top-dose activity change, negative = inhibition, most hits filed as inhibitors; AID 485364; purified TGR, DTNB reduction, TNB absorbance 405 nm; note: potency is the fitted concentration of half-maximal effect; nearly all actives have a fitted effect of over 60% in size
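TGR 20 nM + NADPH 100 uM (dispensed conc.), cpd preinc 15 min RT; start with NADPH (500 uM addition) then DTNB (15 mM addition). Kinetic TNB absorbance, 405 nm filter. Four-parameter Hill fit across titration.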
LmPK inhibitor: blocks Leishmania mexicana pyruvate kinase activity. AID 1721. Potency, µM (highest dose often 57.5 µM), without a hit: at the highest dose activity change, negative = inhibition, hits mostly inhibitors. purified LmPK, Kinase-Glo ATP luminescence, 1 h. actives 0.37% (n = 290,000); note: potency is the fitted concentration of half-maximal effect
Target sequence (Q27686 whole entry, looked up): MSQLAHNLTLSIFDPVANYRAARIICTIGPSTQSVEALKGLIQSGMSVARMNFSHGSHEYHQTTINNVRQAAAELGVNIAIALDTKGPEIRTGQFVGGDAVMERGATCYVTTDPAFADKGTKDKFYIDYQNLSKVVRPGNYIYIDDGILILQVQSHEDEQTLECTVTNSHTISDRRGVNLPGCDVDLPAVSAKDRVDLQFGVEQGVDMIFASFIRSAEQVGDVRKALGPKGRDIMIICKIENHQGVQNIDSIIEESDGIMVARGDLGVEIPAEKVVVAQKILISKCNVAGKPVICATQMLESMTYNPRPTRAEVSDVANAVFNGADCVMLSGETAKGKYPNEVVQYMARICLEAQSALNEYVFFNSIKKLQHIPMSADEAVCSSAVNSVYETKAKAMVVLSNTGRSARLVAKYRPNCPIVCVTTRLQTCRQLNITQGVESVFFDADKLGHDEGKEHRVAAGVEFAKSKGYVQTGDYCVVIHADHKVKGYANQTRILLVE
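Purified LmPK (0.1 nM) with 0.5 mM PEP and 0.1 mM ADP in imidazole buffer pH 7.2 with MgCl2/KCl, 1 h at room temperature. ATP formed was read by luciferase luminescence and normalized to no-enzyme and uninhibited controls.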
An asterisk follows results filed as active; u = inconclusive; x = not tested or not shown; + = active, no number; & = joins results of further samples; [ ] = another dose, or the depositor's remark. Unless noted, calls come from the whole dose curve; as a rule, active = well fitted curve in the direction sought with a large enough effect; inconclusive = small, poorly fitted or top-dose-only effect, or another doubt; inactive = no such curve, though single readings can be large; an effect the other way counts as inactive or inconclusive. Unless noted, % is set by controls: 0 for no effect and ±100 for the full control effect.

SMILES	LmPK inhibitor	Sm TGR block	AMA1-RON2 inh	AmpC detergent	AmpC inh no detg	HCMV inh	Tb PYK inh
Cn1c(N)c(C(=O)COC(=O)C2=NNC(=O)CC2)c(=O)n(C)c1=O	-4%	13%	-2%	5%	-7%	0	-8%
COC(=O)NNC(=O)c1ccc(C(C)(C)C)cc1	0%	4%	-13%[11.6 µM]	17%	11%	-13	14%
Cc1[nH]c2ccccc2c1SCc1ccccc1	2%	-4%	-1%	0%	-24%	-18	-15%
O=C(NCCSc1ccccn1)c1ccc(Cl)cc1	-3%	-6%	0%	u	-23%	29	0%
C=CCOc1ccc(/C=C2\SC(=S)N(CCC(=O)O)C2=O)cc1	-5%	2%	-6%	5%	-35%	u	-11%
CNC(=O)Cn1nc(-c2ccc(Cl)cc2)c2ccccc2c1=O	-3%	-1%&-2%	8%	-6%&8%	-1%	13	2%&9%
COc1ccccc1NC(=O)CCNS(=O)(=O)c1ccc2c(c1)CCN2C(C)=O	2%	3%	-2%	2%	-3%	-22	1%
COCOCCn1cc(CN2CCS(=O)(=O)N(Cc3ccc(-c4ccc(OC)c(OC)c4)cc3)C(CC(C)C)C2=O)nn1 (stereo not given)	x	x	-18%	x	x	-5	-7%
CC1(C(=O)Nc2ccc3c(c2)OCCO3)CCN1C(=O)Cc1ccc(-c2ccccc2)cc1 (stereo not given)	x	x	-15%	x	x	u	-1%
CC(C)(C)C(=O)Nc1cc(S(=O)(=O)N2CCCCC2)ccc1N1CCCCC1	6%	1%	-13%	0%	43%	-16	15%
O=C1CC(=O)N(c2ccccc2)C(=O)N1c1ccccc1	-7%	-16%	-11%	u	-57%	-5	-3%
CS(=O)(=O)O/N=C1\CCCCC1c1ccc([N+](=O)[O-])cc1[N+](=O)[O-] (stereo not given)	3%	-32%	3%	-2%	-31%	-10	4%
O=C(NCc1ccco1)c1sc2ccccc2c1Cl	1%	u	0%	0%	-23%	4	0%
COC(=O)C1=C(C)NC(C)=C(C(=O)OC)C1c1ccc(OC(=O)c2ccco2)cc1	3%	-2%	-1%	0%	40%	128	-4%
Cc1ccc(S(=O)(=O)Nc2c(O)c3ccccc3oc2=O)cc1	1%	-17%	-13%	-9%	-16%	19	-1%
Cc1cc(CC(C)C)n(-c2nc3ccccc3c(=O)n2OCC(=O)N(C)C)n1	0%	-27%	14%	-15%	31%	0	0%
CC1CCCC(C)N1/N=C/c1c[nH]c2ccc(Br)cc12 (stereo not given)	1%	1%	-25%	u	17%	-78*	-9%
COc1ccc(C(=O)C2CCCN(C(=O)Cn3ccc(C)n3)C2)cc1OC (stereo not given)	1%	0%	19%	-8%	-2%	6	-1%
COC(=O)C1=C(C)N(CCCC(=O)O)C(=O)NC1c1ccccc1OS(=O)(=O)c1ccccc1[N+](=O)[O-] (stereo not given)	x	x	4%	x	x	0	-6%
CSCCCNC(=S)N1CCN(c2ccc(C(C)=O)cc2)CC1	4%	2%	-1%	0%	-16%	-10	-3%
Cc1c(NC(=S)NC(=O)c2cc3ccccc3o2)cccc1C(=O)O	15%	u	16%	1%	-3%	48	1%
COc1cccc(CN(C(=O)/C=C/c2ccc(Cl)cc2)C2CCS(=O)(=O)C2)c1 (stereo not given)	3%	-5%	6%	-5%	0%	30	0%
COc1ccc2[nH]cc(CCN(C)C)c2c1	3%	-20%	-6%	-5%	-12%	-9	4%
CCCCn1c(N)c(N(CCOC)C(=O)c2ccc(S(=O)(=O)N3CCCCCC3)cc2)c(=O)[nH]c1=O	x	2%	0%	u	2%	8	0%
O=C1Nc2ccc(C(=O)O)c(O)c2C1=O	x	x	7%	x	x	11	4%
CCC(CC)Nc1ccc(C(CC(N)=O)NC(=O)Cc2cccc3ccccc23)cc1[N+](=O)[O-] (stereo not given)	-1%	3%	-2%	-16%	15%	-3	1%
O=C(CN1C(=O)COc2ccccc21)NCCCN1CCCC1	-1%	3%	2%	2%	11%	+	-1%
Cc1ccc(NC(=S)NCc2ccc(Cl)cc2)c(C)c1	-2%	-2%	45%[activator]	u	-34%	43	2%
Cc1cccc(OCC(=O)N2CCN(C(=O)Cc3ccccc3)CC2)c1	0%	-14%	-1%	-4%	17%	-7	-3%
OCc1nnn(-c2ccccc2)c1CO	1%	-15%	3%	-1%	-11%	-35	3%

A second format for three compounds above.
Each structure is followed by: LmPK inhibitor, Sm TGR block, AMA1-RON2 inh, AmpC detergent, AmpC inh no detg, HCMV inh, Tb PYK inh
CS(=O)(=O)O/N=C1\CCCCC1c1ccc([N+](=O)[O-])cc1[N+](=O)[O-] (stereo not given)
→ 3%, -32%, 3%, -2%, -31%, -10, 4%
O=C(NCc1ccco1)c1sc2ccccc2c1Cl
→ 1%, u, 0%, 0%, -23%, 4, 0%
CCC(CC)Nc1ccc(C(CC(N)=O)NC(=O)Cc2cccc3ccccc23)cc1[N+](=O)[O-] (stereo not given)
→ -1%, 3%, -2%, -16%, 15%, -3, 1%

Additional records
SMILES	LmPK inhibitor	Sm TGR block	AMA1-RON2 inh	AmpC detergent	AmpC inh no detg	HCMV inh	Tb PYK inh
C[C@H](NC(=O)c1[nH]cnc1C(=O)Nc1ccccc1F)c1ccccc1	x	x	128%[activator]	x	x	-25	2%
Cc1nc(-c2cccc(NC(=O)c3ccc(Br)o3)c2)cs1	-9%	-8%	-3%	0%	-45%	-33	-6%
O=C(O)CN1C(c2ccccc2)=Nc2ccc(Br)cc2C1c1ccccc1 (stereo not given)	-8%	21%	2%	-1%	0%	-23	5%
CC(=O)NCCc1nc2cc(NC(=O)c3ccc([N+](=O)[O-])cc3)ccc2n1C	-1%	18%	-1%	4%	-11%	45	4%
Cc1ccc(CC(=O)NCCS(=O)c2ccc(Cl)cc2)cc1 (stereo not given)	1%	6%	2%	u	16%	1	-9%
Cc1ccc2nc(SCC(=O)Nc3ccc(C#N)cc3)[nH]c2c1	x	-5%	x	-4%	x	6	4%
O=C(Nc1cccc(C(F)(F)F)c1)C1CC(=O)N(CCc2ccccc2)C1 (stereo not given)	x	-2%	0%	7%	41%	-21	-8%
CCc1[nH]c(C)c(C(C)=O)c1C	2%	u	-8%	u	-9%	4	-2%
COc1ccc(CCn2nnnc2C(c2ccc(Cl)cc2)N2CCN(C)CC2)cc1OC (stereo not given)	-3%	-28%	0%	-7%	33%	42	0%
Cc1noc(C)c1CC(=O)N1CCCC(N2CCN(c3ccccc3F)CC2)C1 (stereo not given)	x	x	0%	x	x	-6	1%
CC(C)C(O)P(=O)(OCc1ccccc1)c1ccc(N(C)C)cc1 (stereo not given)	3%	2%	1%	3%	47%	-2	3%
CCN(CC)CCCNC(=O)c1cc(-c2ccc(Cl)cc2)on1	-1%	-8%	0%	-9%	-4%	15	0%
Cn1cccc1CNC1CCCCC1	-4%	-3%	-5%	3%	-10%	-1	-4%
NC(=O)Cn1nc(C(F)(F)F)c2c1CCCC2	2%	3%	20%	-5%	6%	-20	4%
O=C(CSc1nc2ncc(Br)cc2[nH]1)c1ccc([N+](=O)[O-])cc1	3%	u	34%[activator]	-13%	-47%	-23	-6%
CCOC(=O)N1CCN(S(=O)(=O)c2cccc3nonc23)CC1	-8%	-7%	-5%	-5%	-10%	-20	2%
CC(=O)Nc1ccc(-c2cn3cccnc3n2)cc1	-4%	-31%	-2%	3%	-2%	95	-3%
O=C(NCc1ccco1)Nc1nnc([C@H]2C[C@H](O)[C@@H](CO)O2)s1	x	x	10%	x	x	-2	-4%
O=C(COC(=O)c1cccc(F)c1)NC(=O)NC1CCCC1	x	2%	-4%	-18%	-24%	5	-3%
O=C(N/N=C/c1ccc(N2CCOCC2)cc1)c1ccccc1NS(=O)(=O)c1cccs1	3%	-17%	28%	-1%	u	-3	1%
Cc1ccc(Nc2c(-c3c[nH]c4ccccc34)nc3cc(C)ccn23)cc1	x	0%	x	21%	x	82	-12%
COC(=O)c1sccc1OC(C)C(C)=O (stereo not given)	-1%	9%	-18%	u	-3%	-13	-16%
O=C(N/N=C/c1ccc(Br)s1)c1ccc([N+](=O)[O-])cc1	-3%	-11%	11%	-2%	-25%	1	-7%
CC1CCCCN1C(=O)C12CCC(C)(C(=O)C1)C2(C)C (stereo not given)	1%	6%	-4%	-2%	0%	-8	1%
CC(=O)c1c(N)c(C#N)c(C)n1-c1ccc(Br)cc1	-3%	0%	-5%	-8%	-30%	3	0%
CN(C(=O)c1coc(=O)c2ccccc12)c1ccc(Br)cc1	0%	6%	3%	-10%	30%	45	8%
O=c1oc2ccccc2cc1-c1cn2cccnc2n1	-19%	-16%	-9%	3%	-17%	75	x
O=C(NCC(c1ccco1)N1CCCC1)c1cccc(S(=O)(=O)N2CCCCC2)c1 (stereo not given)	x	x	0%	x	x	-18	6%
O=C(c1ccc(F)cc1)N1CCC(N2CCCCCC2)CC1	2%	10%	-5%	-10%	-22%	22	6%
CCN(CC)C(=O)c1sc2c(c1C)c(=O)n(-c1ccc(C)c(C)c1)c(=O)n2Cc1cccc(Cl)c1	x	11%	x	-2%	x	-14	0%
CCOc1ccc(C(=O)Nc2ccc3nc(SCC(=O)N4CCc5ccccc54)sc3c2)cc1	x	-5%	x	3%	x	-1	2%
CC1CN(Cc2nc3ccccc3c(=O)[nH]2)CC(C)O1 (stereo not given)	0%	2%	-3%	0%	-5%	-2	-1%
CC(C)c1ccc(CN(C(=O)c2cc3ccccc3oc2=O)C2CCS(=O)(=O)C2)cc1 (stereo not given)	4%	-14%&-7%	0%	3%&2%	108%[activator]	10&10	0%&-24%
COc1ccc2nc(N(Cc3cccnc3)C(=O)C3CCCCC3)sc2c1	x	2%	x	2%	x	u	-6%
NS(=O)(=O)c1ccc(CNC(=O)c2cccnc2Cl)cc1	-5%	0%	-4%	3%	-5%	-11	2%
CCC(Sc1nnc2c3ccccc3n(CC)c2n1)C(=O)Nc1ccc(NC(C)=O)cc1 (stereo not given)	x	-1%	x	2%	x	-37	1%
CCC(C(=O)N1CCN(S(C)(=O)=O)CC1)c1ccccc1 (stereo not given)	1%	6%	0%	2%	-7%	-13	-2%
O=C(Nc1ccc(C(F)(F)F)cc1)c1ccc(NC(=O)C2CCCO2)cc1 (stereo not given)	-3%	3%	-18%	-1%	-14%	x	-14%
